DENV2 CPE: inhibitors of DENV2 cytopathic effect, primary screen, cell-based, plate reader, single concentration; DENV2-infected cells, cytopathic effect rescue; CPE inhibition, % at 9.99 µM; 350,000 compounds, 1.7% hits; in the data active = CPE inhibition above about 20%, passing the limit was not always enough; inconclusive = no clear call, values can overlap the other calls; tested in BHK-21 cells;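 note: 0% = median of neutral control wells and 100% = median of positive control wells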
Casp6 inh: human caspase-6 inhibitors, primary screen, biochemical, VEID-R110 fluorescence, single point, set 2. P55212. purified caspase-6, Z-VEID-R110 cleavage fluorescence. inhibition, % at 12.5 µM. 350,000 compounds, 0.53% hits;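 active = mean inhibition across replicates at least about 35%, with every replicate also reaching that limit, limit read from the data; inconclusive = only one of the two criteria met; inactive = neither criterion met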;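 note: 0% = median of neutral control wells and 100% = no fluorescence left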
Target sequence (P55212 24-179 limits assumed): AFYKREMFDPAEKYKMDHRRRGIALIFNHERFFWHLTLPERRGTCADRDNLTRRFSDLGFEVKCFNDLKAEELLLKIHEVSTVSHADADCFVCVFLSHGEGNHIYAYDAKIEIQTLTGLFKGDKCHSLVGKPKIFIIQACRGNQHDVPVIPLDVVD
Target sequence (P55212 194-293 limits assumed): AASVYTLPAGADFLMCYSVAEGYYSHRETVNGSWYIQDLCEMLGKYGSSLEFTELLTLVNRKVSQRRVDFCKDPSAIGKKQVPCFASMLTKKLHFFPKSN
SIRT5 inh: SIRT5 desuccinylase inhibitors, primary screen, biochemical, fluorescence imaging, single point, set 5; Purified SirT5, succinyl-peptide AMC, trypsin-coupled fluorescence; inhibition, % at 15 µM; 330,000 compounds, 1.1% hits; AID 652115, 2013; in the data active = inhibition above about 15%; inconclusive = no clear call, values can overlap the other calls
Target sequence (Q9NXA8 whole entry, looked up): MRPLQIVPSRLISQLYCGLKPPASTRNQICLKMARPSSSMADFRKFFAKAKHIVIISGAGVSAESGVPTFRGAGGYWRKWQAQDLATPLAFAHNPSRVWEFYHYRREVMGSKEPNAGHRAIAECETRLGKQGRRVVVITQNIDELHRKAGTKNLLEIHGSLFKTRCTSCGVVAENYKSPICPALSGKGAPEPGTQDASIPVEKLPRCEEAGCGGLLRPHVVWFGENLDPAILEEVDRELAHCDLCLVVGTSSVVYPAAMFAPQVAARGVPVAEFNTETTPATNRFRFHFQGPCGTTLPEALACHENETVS
EWS-Fli block: EWS/Fli-driven NR0B1 reporter inhibitors, primary screen, A673 cells, NR0B1 luciferase, luminescence, MLPCN library; viability-normalised; inhibition, % at 12.6 µM; 350,000 compounds, 0.67% hits; AID 651661, 2012;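 active = mean inhibition of at least 50% after viability correction, with every replicate also passing that limit; inconclusive = mean reaches 50% but only one of two replicates passes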;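 note: firefly luciferase signal divided by Alamar Blue viability fluorescence both relative to DMSO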
ARNT-TACC3 inh: disruptors of ARNT/TACC3 protein interaction, primary screen, biochemical, AlphaScreen, single concentration. Transforming acidic coiled-coil-containing protein 3 (Homo sapiens), Q9Y6A5. AlphaScreen His-ARNT PAS-B/GST-TACC3 binding, luminescence; TACC3 fragment carries E629A point mutation. inhibition, % at 9.99 µM. 390,000 compounds, 0.66% hits. AID 623870, 2012;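 active = mean inhibition of replicates at least 50% and at least half of replicates each reaching 50%; inconclusive = half or more replicates reach 50% but mean below 50%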;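 note: 0% = complete ARNT plus TACC3 wells and 100% = ARNT alone without TACC3; many hits fall short of the cut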
LGR2 antag: inhibitors of bursicon-induced LGR2 CRE-luciferase signal, primary screen, cell-based, HEK293, CRE-luciferase reporter, bursicon stimulation; inhibition, % at 9.99 µM; bursicon-stimulated, 4 h; AID 720647, 2013; Drosophila bursicon receptor LGR2 (rickets); 380,000 compounds, 0.35% hits;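 active = drop in luminescence signal, shown as inhibition above about 50% in the replicate tests, limit read from the data, passing the limit was not always enough; inconclusive = probably only some replicates passing the limit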;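 note: agonist challenge used bursicon conditioned medium at about half maximal strength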
PAX8 reporter: inhibitors of PAX8-driven TPO luciferase reporter, primary screen, RMG-I cells, single concentration. inhibition, % at 12.6 µM. SteadyGlo, 24 h. 360,000 compounds, 1.2% hits. AID 652154, 2013;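 active = mean replicate inhibition at least 60% with every replicate also reaching 60%; inconclusive = only one of the two criteria is met; inactive = mean below 60% and not all replicates reaching 60%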;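 note: luciferase light reporting Pax8 driven TPO promoter activity; plate controls were median of neutral control wells for no effect and mitoxantrone controls for full effect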
* = called active by the depositor; ? = inconclusive; / = not tested or not shown; & = joins results of further samples.

SMILES | DENV2 CPE | Casp6 inh | SIRT5 inh | EWS-Fli block | ARNT-TACC3 inh | LGR2 antag | PAX8 reporter
C[C@@H]1CN([C@H](C)CO)C(=O)Cc2cc(NC(=O)Nc3ccc(C(F)(F)F)cc3)ccc2O[C@@H]1CN(C)Cc1ccc(C(F)(F)F)cc1 | -26.4 | -5.0 | 1.9 | 0.3 | 7.1 | -7.7 | 3.9
O=C1NC[C@H](CCCCN2CCN(Cc3ccccc3)C(=O)C2=O)N(CC2CCCCC2)C1=O | 10.2 | 2.2 | / | 1.2 | / | -9.7 | -21.4
O=C(CN1CCOCC1)Nc1ccc(Br)cc1 | 11.8 | 0.0 | 7.4 | -14.3 | 0.1 | 15.2 | -9.2
O=C1CCCN=C(Nc2ccc(F)c(Cl)c2)S1 | 2.0 | 1.4 | -2.2 | 7.0 | 8.1 | 3.3 | 3.9
COc1ccc(NC(=O)N(C)C[C@@H]2OCc3cnnn3CCCC(=O)N([C@H](C)CO)C[C@@H]2C)cc1 | -10.2&-1.8 | 0.3&-3.4 | -3.4&2.1 | -4.5&3.1 | 0.1 | 2.6 | -1.3&11.0
CCCCn1c(N)c(N(CC(C)C)C(=O)c2cccc(S(=O)(=O)N3CCN(C(C)=O)CC3)c2)c(=O)[nH]c1=O | 2.2 | 3.0 | 1.1 | -9.5 | -3.0 | 8.1 | -6.9
C[C@H]1CN([C@@H](C)CO)C(=O)c2cc(C#CC3(O)CCCC3)cnc2O[C@H]1CN(C)C(=O)Cc1ccncc1 | 6.3 | 2.9 | -5.2 | 4.7 | 0.5 | 4.1 | /
O=C(Cc1ccccn1)NCC[C@@H]1CC[C@H](NS(=O)(=O)c2ccc(F)cc2)[C@H](CO)O1 | -4.9 | 0.2 | -5.1 | -9.4 | -7.1 | -2.9 | 51.4
CCCCC1(C(=O)OCC)CC(CSC(=N)N)OC1=O (stereo unspecified) | 3.8 | -0.2 | 3.5 | -2.2 | -1.1 | -22.4 | -9.7
C[C@H](CO)N1C[C@H](C)[C@@H](CN(C)Cc2ccc(C(F)(F)F)cc2)Oc2ccc(NS(=O)(=O)c3cccs3)cc2CC1=O | 16.3 | 0.2 | 14.9 | -8.4 | -6.5 | 9.2 | 30.5
COc1cccc(NC(=O)N2CCN(c3nnnn3-c3ccccc3)CC2)c1 | 3.5 | -2.0 | 3.6 | 6.0 | -2.3 | -4.3 | -5.8
CC(=O)N(C)C[C@H]1Oc2ncc(-c3cccc(C#N)c3)cc2C(=O)N([C@H](C)CO)C[C@@H]1C | 12.4 | 0.6 | -12.1 | -5.6 | 1.8 | 6.6 | -13.4
Cc1noc(C)c1NC(=O)Nc1ccc2c(c1)C(=O)N([C@@H](C)CO)C[C@@H](C)[C@H](CN(C)C(=O)Nc1c(C)noc1C)OCCCC[C@@H](C)O2 | 30.5* | 0.0 | 1.5 | -12.4 | 1.6 | 7.4 | -18.8
O=C(c1ccc(CNc2c(NC3CCCCC3)c(=O)c2=O)cc1)N1CCc2ccccc21 | -6.8 | 0.3 | -2.0 | 8.0 | 4.6 | / | 9.7
COCC(=O)Nc1ccc2c(c1)[C@@H]1C[C@@H](CC(=O)NCc3ccc(OC)cc3)O[C@H](CO)[C@@H]1O2 | -0.7 | 7.9 | -2.1 | 0.3 | 7.0 | 9.8 | 8.5
CCN(CC)CCNC(=O)C(=O)NCC1OCCN1S(=O)(=O)c1cccs1 (stereo unspecified) | -0.4 | -158.4 | -3.9 | / | -0.9 | 6.9 | 3.9
Cc1ccc(CC2CC(=O)N(c3cc(C)on3)C2=O)cc1 (stereo unspecified) | 1.3 | -0.8 | -0.6 | -2.8 | / | 4.4 | -3.8
Cc1cc2c(SCC(=O)Nc3cccc(O)c3)ncnc2s1 | 1.9 | 34.4 | 9.6 | -3.9 | 5.3 | / | 12.0
CCN1CCCC1CNC(=O)C1CCN(C(=O)c2cc3sccc3n2Cc2ccc(F)cc2)CC1 (stereo unspecified) | 1.3 | -45.7 | -4.6 | 15.2 | / | -16.3 | 17.8
CCN(CC)c1ccc(/C=C/C(=O)C2C(=O)C=C(C)OC2=O)cc1 (stereo unspecified) | 0.1 | 0.6 | 2.4 | -75.4 | -14.9 | -2.4 | -93.9
Cc1ccc(C(=O)N/C(=C/c2cccs2)C(=O)NCc2ccco2)cc1 | ? | 5.7 | -0.3 | 2.7 | -0.9 | 0.8 | 14.4
CC(C)c1ccc(CN(C)C(=O)c2ccc(S(=O)(=O)NCc3ccco3)cc2)cc1 | -10.2 | 2.6 | -2.9 | -4.4 | 0.4 | -5.6 | 32.4
CCCN(CC(=O)Nc1ccccc1C)C(=O)c1ccc(-c2ccc([N+](=O)[O-])cc2)o1 | 4.0 | 3.5 | -0.1 | 0.3 | / | 7.5 | 6.4
Brc1ccccc1/C=N/Nc1nc2ccccc2o1 | 0.2 | 2.7 | 8.2 | -120.4 | -3.4 | -62.7 | -118.8
COc1ccccc1-c1ccc([C@@H]2[C@@H](CO)N3CCCCN(C(=O)CN4CCOCC4)C[C@H]23)cc1 | -8.8 | -1.1 | 4.8 | 1.1 | 4.3 | -20.9 | -6.8

Additional compounds.
SMILES | DENV2 CPE | Casp6 inh | SIRT5 inh | EWS-Fli block | ARNT-TACC3 inh | LGR2 antag | PAX8 reporter
C[C@H]1CN([C@@H](C)CO)C(=O)Cc2cc(NC(=O)c3ccncc3)ccc2O[C@@H]1CN(C)Cc1ccc(Cl)c(Cl)c1 | 0.3 | -7.6 | 0.5 | / | / | 31.5 | -5.1
O=c1c2ccccc2nnn1Cc1ccccc1Cl | 12.0 | -2.7 | -4.8 | 5.4 | 6.5 | -1.9 | 2.0
COc1ccc(S(=O)(=O)N(C)C[C@H]2OCCCC[C@H](C)Oc3ccc(NC(=O)C4CCCCC4)cc3C(=O)N([C@H](C)CO)C[C@H]2C)cc1 | -1.7 | -0.7 | 3.6 | -10.1 | 7.3 | -4.4 | 5.4
O=C(Nc1ccccn1)C1(c2cccs2)CCOCC1 | / | / | / | / | -2.4 | -2.3 | -5.7
C[C@@H]1CN([C@@H](C)CO)S(=O)(=O)c2ccc(-c3cncnc3)cc2O[C@H]1CN(C)CC1CC1 | ? | 1.3 | -3.9 | 2.8 | -3.5 | 9.7 | /
Cc1ccc(/C=C/C(=O)N(Cc2cccs2)C2CCS(=O)(=O)C2)cc1 (stereo unspecified) | -4.1 | 0.7 | -2.6 | -3.6 | / | 2.8 | 6.9
CC1(C(=O)NS(=O)(=O)Cc2cccc(Cl)c2)CCN1C(=O)C1CCCCC1 (stereo unspecified) | 15.1 | 2.5 | 0.0 | -2.4 | / | 4.6 | 10.5
CCC(C)NC(=O)COC(=O)Cc1sc(N)nc1-c1ccc(C)cc1 (stereo unspecified) | / | 2.8 | 6.8 | -0.8 | 0.9 | 8.8 | -25.8
O=S(=O)(N[C@H]1CC[C@@H](CCn2cc(-c3cccc(F)c3)nn2)O[C@@H]1CO)c1ccc(Cl)cc1 | -6.4 | -2.0 | -1.5 | 6.7 | -19.3 | -4.6 | 30.1
COc1cc(C(=O)COC(=O)c2cc([N+](=O)[O-])ccc2N2CCOCC2)ccc1OC(F)F | -1.5 | 0.1 | -1.6 | 6.1 | 7.4 | -9.5 | 6.5
Cc1ccccc1C(=O)NNC(=O)C(C)N1C(=O)c2ccccc2C1=O (stereo unspecified) | -2.0 | -0.1 | -0.2 | -3.2 | -30.5 | -8.5 | /
COc1ccc(Br)cc1/C=C/C(=O)Nc1ccc2ccccc2c1 | 3.7 | -0.8 | -1.4 | -23.1 | 3.7 | 4.6 | -26.5
CC(=O)N1CCN(S(=O)(=O)c2c(F)cc(F)c(Cl)c2F)CC1 | 1.8 | 1.8 | 1.6 | 20.4 | -0.3 | 13.0 | 7.5
COc1ccc(-n2nc3c(c2NC(=O)CCl)CSC3)cc1 | -4.5 | 7.1 | -2.1 | 7.1 | -4.9 | -10.9 | 9.8
Cc1ccc(OCC(=O)NCCc2c[nH]c3ccccc23)cc1 | 17.0 | -2.9 | 3.9 | 25.1 | 3.8 | 2.1 | 18.4
CCOC(=O)c1cc(NC(=O)NC2CCCCC2)c(C)nc1C | 3.4 | / | 0.8 | 3.4 | -0.7 | 2.6 | 0.4
CC(C)CN(c1ccccc1)S(=O)(=O)c1nnc(NC(=O)c2ccco2)s1 | 5.0 | 11.2 | 5.9 | / | -2.7 | 3.5 | -8.2
COC1CCCCC1Nc1cc(C)cc(C)c1 (stereo unspecified) | 0.1 | 0.5 | 2.2 | 6.3 | -18.8 | 24.7 | /
COc1ccccc1C#Cc1ccc([C@H]2[C@H](CO)N3CCCCN(C(=O)C4CCC4)C[C@@H]23)cc1 | -8.4 | -0.4 | 3.4 | 7.5 | 2.4 | 12.2 | -3.5
CC1(Oc2ccccc2-c2ccno2)CCN(Cc2ccc(-c3ccccc3)o2)C1 (stereo unspecified) | 1.1 | -1.1 | -5.9 | 3.6 | / | -0.9 | 29.4
O=C(O)c1c[nH]n2c(=S)ncnc12 | -10.2 | 1.9 | 1.3 | -3.5 | / | -7.7 | 3.7
O=C(c1ccc(NS(=O)(=O)c2cccc([N+](=O)[O-])c2)cc1)N1CCCCCC1 | -0.3 | -2.0 | 2.6 | 5.5 | 0.8 | 11.8 | 2.9
COc1ccc(C)cc1S(=O)(=O)N1CCC(C(=O)N2CCN(C)CC2)CC1 | / | / | / | / | 6.5 | 10.0 | -0.1
Cc1ccc(/C=C2/SC(=S)N(CCCC(=O)Nc3ccc(O)cc3)C2=O)cc1 | -1.1 | -1.7 | -5.1 | 49.5 | 1.1 | -63.2 | 80.9*
C[C@@H]1CCCCO[C@H](CN(C)C(=O)Nc2ccccc2)[C@H](C)CN([C@@H](C)CO)C(=O)c2cc(NC(=O)Cc3ccccc3)ccc2O1 | -2.9 | 2.7 | -3.0 | -0.7 | -8.2 | 16.1 | -10.0

Reprinted at random: three records from the list.
SMILES | DENV2 CPE | Casp6 inh | SIRT5 inh | EWS-Fli block | ARNT-TACC3 inh | LGR2 antag | PAX8 reporter
COc1ccccc1C#Cc1ccc([C@H]2[C@H](CO)N3CCCCN(C(=O)C4CCC4)C[C@@H]23)cc1 | -8.4 | -0.4 | 3.4 | 7.5 | 2.4 | 12.2 | -3.5
O=S(=O)(N[C@H]1CC[C@@H](CCn2cc(-c3cccc(F)c3)nn2)O[C@@H]1CO)c1ccc(Cl)cc1 | -6.4 | -2.0 | -1.5 | 6.7 | -19.3 | -4.6 | 30.1
C[C@@H]1CCCCO[C@H](CN(C)C(=O)Nc2ccccc2)[C@H](C)CN([C@@H](C)CO)C(=O)c2cc(NC(=O)Cc3ccccc3)ccc2O1 | -2.9 | 2.7 | -3.0 | -0.7 | -8.2 | 16.1 | -10.0

Further results follow.
SMILES | DENV2 CPE | Casp6 inh | SIRT5 inh | EWS-Fli block | ARNT-TACC3 inh | LGR2 antag | PAX8 reporter
COc1ccc(NC(=O)/C(=C/c2ccc(OC(C)=O)c(OC)c2)NC(C)=O)cc1 | ? | -2.3 | -2.1 | 8.5 | -2.2 | -7.5 | 3.3
Cc1ccc(-n2c(SCc3nc4ccccc4c(=O)[nH]3)nnc2-c2ccccc2O)cc1 | -3.9 | -0.5 | 0.2 | 4.9 | -4.4 | 36.6 | 32.7
CC(C)N(C(=O)Cc1ccccc1[N+](=O)[O-])C(C)C | 10.5 | -0.9 | 2.4 | 7.7 | -0.8 | 10.9 | 13.9
O=C(/C=C/c1ccc(Cl)c([N+](=O)[O-])c1)c1ccc(O)cc1 | 15.3 | 3.6 | -0.6 | 25.0 | 11.1 | 18.5 | 33.2
COc1ccccc1CN1[C@H](C(=O)NCc2ccccc2)[C@@H](CO)[C@@H]2Cn3c(cccc3=O)[C@@H]21 | -6.9 | -0.6 | 0.5 | 1.9 | 1.0 | -7.9 | 4.4
CC(C)(C)[C@H]1C=C(C(=O)N2CCN(Cc3ccc4c(c3)OCO4)CC2)O[C@@H](OCCCCO)C1 | -7.4&7.5 | -3.1&-3.6 | -9.3 | -0.7&7.4 | 4.1&5.2 | -10.4 | 1.4&-0.1
